QS inhibitor: S. aureus quorum sensing inhibitors, primary screen, RNAIII-GFP reporter, flow cytometry; S. aureus RN6390 RNAIII-GFP reporter, AIP-induced, flow cytometry 3 h; inhibition, % at 2 µM; actives 0.3% (n = 24,000);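 active = share of bacteria positive for the green fluorescent reporter and its mean brightness both inhibited by 50% or more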;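 note: 0% = AIP-stimulated control and 100% = unstimulated bacteria without AIP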
QS inhibitor GFP MFI %: also measured in QS inhibitor; calls as there; inhibition, %; measured here: inhibition of GFP MFI
Active calls of the source: *. Not all compounds are listed; rates above refer to the full screens.

Structure,QS inhibitor,QS inhibitor GFP MFI %
COc1cc(NC2c3ccccc3C(=O)N2c2ccc(C)cn2)cc(OC)c1OC (stereo not drawn),-1.0,-4.0
CCOC(=O)N1CCC(NC(=O)c2cc(C)c3c(C)nn(-c4ccccc4)c3n2)CC1,0.2,-3.5
CC(C)NCC(O)COc1c(F)cc(Br)cc1F (stereo not drawn),-6.4,-21.7
CC(=O)N1CCN=C1SCc1ccc(F)cc1,-3.8,-15.5
COc1ccc(N(CC(=O)NCc2cccs2)S(=O)(=O)c2c(C)n[nH]c2C)cc1,0.1,14.5
CCOC(=O)N1CCN(C(=O)COc2ccc(S(=O)(=O)NC3CCCCC3)cc2C)CC1,0.7,-8.9
CCOC(=O)CSC1=C(C#N)C(=O)NC(c2ccc(OC)c(OC)c2)S1 (stereo not drawn),0.0,2.7
COc1ccccc1NC(=O)CN1CCN(CC(=O)Nc2ccc(Cl)c(C(F)(F)F)c2)CC1,5.4,13.7
COc1ccc(N2C(=O)CCC(C(=O)NCc3ccccn3)C2c2ccc(OC)c(OC)c2)cc1 (stereo not drawn),-2.0,-57.3
Cc1ccc(-c2noc(-c3ccccc3C(=O)NCC3CCCO3)n2)cc1 (stereo not drawn),1.4,12.4
CC1Cc2nc(SCC(=O)Nc3ccc4c(c3)OCO4)n(Cc3ccccc3)c(=O)c2S1 (stereo not drawn),-5.3,3.0
CCn1c(=O)cc(OCC(=O)NCc2ccc(C)o2)c2ccccc21,1.5,9.5
Cn1c(Cn2c(=O)sc3ccccc32)nnc1SCC(=O)NCC1CCCO1 (stereo not drawn),0.0,5.9
O=C(Nc1ccc(Cl)cc1)N1CCN(c2ccc3nnc(-c4ccc(F)cc4)n3n2)CC1,7.3,14.2
CCCC1CCC(C(=O)Nn2c(C)nc3ccccc3c2=O)CC1 (stereo not drawn),-1.5,-2.4
CCOC(=O)c1cccc(NC2c3ccccc3C(=O)N2Cc2ccco2)c1 (stereo not drawn),0.4,-4.5
Cc1nn(Cc2ccccc2Cl)c(C)c1N,-1.0,-1.7
CC(C)(C)n1nnnc1C(c1cccc(C#N)c1)N1CCC(Cc2ccccc2)CC1 (stereo not drawn),0.6,15.9
COC(=O)CCC(=O)N1CCc2cc(S(=O)(=O)N3CCc4ccccc43)ccc21,-6.3,-10.7
Cc1ccc(S(=O)(=O)C2(C(=O)NCc3ccc4c(c3)OCO4)CC2)cc1,13.9,7.6
CCOC(=O)c1cccc(NC(=O)C2CCCN(S(=O)(=O)c3cnc[nH]3)C2)c1 (stereo not drawn),0.4,2.0
O=c1cc(CO)oc(CN2CCC(Cc3ccccc3)CC2)c1O,5.5,10.0
COC(=O)c1nc2n(n1)C(c1cccc(Cl)c1)C1=C(CC(C)(C)CC1=O)N2 (stereo not drawn),-1.9,-15.5
O=C(CCn1cccc1)NCc1ccc2c(c1)OCO2,-1.1,-10.1
Cc1ccc(N(C(C)C(=O)O)S(=O)(=O)c2c(C)n[nH]c2C)cc1 (stereo not drawn),1.0,2.2

Going on with the list.
Structure,QS inhibitor,QS inhibitor GFP MFI %
CN(CCc1ccccn1)C(=O)CN(C)S(=O)(=O)c1ccc2c(c1)c(=O)n(C)c(=O)n2C,-0.7,-35.9
CC(C)[C@H](NC(=O)OC(C)(C)C)c1nnc(SCc2cccc(F)c2)o1,0.7,-4.5
COc1ccc(Cc2nnc(-c3cccc(C)c3)o2)cc1OC,-0.3,-29.3
O=C(O)C1C2CCC(O2)C1C(=O)Nc1cccc(F)c1 (stereo not drawn),-1.0,1.0
COc1ccccc1N1CCN(C(=O)c2ccc3nc(-c4ccco4)c(-c4ccco4)nc3c2)CC1,1.5,-2.0
CCOC(=O)c1cccc(NC(=O)CCn2nnc3ccccc32)c1,-0.5,-1.2
O=C(CCCCCn1c(=S)[nH]c2cc3c(cc2c1=O)OCO3)N1CCN(C(=O)c2ccco2)CC1,-4.0,-15.2
CC(C)C(NCc1c(Cl)cccc1Cl)C(=O)O (stereo not drawn),-0.6,-0.9
CCN(CC)S(=O)(=O)c1ccc2c(c1)c(=O)c(C(=O)NCCN(C)CCc1ccccc1)cn2C,1.0,9.9
CCC1CCCN1Cn1cnc2c([nH]c3ccc(OC)cc32)c1=O (stereo not drawn),0.9,3.7
Cc1c(NC(=O)c2cc(-c3ccco3)on2)c(=O)n(-c2ccccc2)n1C,-3.2,-9.5
O=C(Cn1ccc2ccccc2c1=O)NCCC(=O)NC1CCN(Cc2ccccc2)CC1,1.0,8.4
CN1CCN(c2nc(-c3ccncc3)nc3ccccc23)CC1,0.8,4.1
O=C(CSc1nnc(Cc2cc(=O)[nH]c(=O)[nH]2)n1-c1ccc(Cl)cc1)NC1CCCC1,-2.9,-9.7
CCOc1ccccc1NC(=O)C1CCCN(S(=O)(=O)c2c(C)[nH]c(=O)[nH]c2=O)C1 (stereo not drawn),-3.3,-21.0
O=C(c1noc2c1CCCC2)N1CCN(Cc2ccccc2)CC1,-2.2,-16.3
Nc1nnc(SCC(=O)N2CCc3ccccc32)n1-c1ccccc1,1.2,5.9
O=C(NCCCN1CCOCC1)c1cc2c(=O)[nH]c3ccccc3c2s1,7.0,7.6
O=C(CN1C(=O)CCS(=O)(=O)c2ccccc21)NCc1ccc2c(c1)OCO2,0.0,-1.4
C/C(=N\O)C(=O)NCC1CCNCC1,-2.4,-3.2
Nn1c(SCc2csc(-c3ccccc3)n2)nnc1-c1cccs1,5.7,11.8
C=CCNc1oc(-c2cccc3ccccc23)nc1C#N,0.1,8.2
COc1ccccc1CNS(=O)(=O)c1ccc2c(c1)oc(=O)n2C,-0.7,1.1
CC1CN(C(=O)Nc2ccc3snnc3c2)c2ccccc21 (stereo not drawn),-2.4,-9.2
CCOCCCNc1ncnc2c1[nH]c1ccccc12,0.5,3.0

Part of the list above, field by field.
SMILES: CN(CCc1ccccn1)C(=O)CN(C)S(=O)(=O)c1ccc2c(c1)c(=O)n(C)c(=O)n2C
  QS inhibitor = -0.7; QS inhibitor GFP MFI % = -35.9

SMILES: CC(C)[C@H](NC(=O)OC(C)(C)C)c1nnc(SCc2cccc(F)c2)o1
  QS inhibitor = 0.7; QS inhibitor GFP MFI % = -4.5

SMILES: COc1ccc(Cc2nnc(-c3cccc(C)c3)o2)cc1OC
  QS inhibitor = -0.3; QS inhibitor GFP MFI % = -29.3

SMILES: O=C(O)C1C2CCC(O2)C1C(=O)Nc1cccc(F)c1 (stereo not drawn)
  QS inhibitor = -1.0; QS inhibitor GFP MFI % = 1.0

Next part.
Structure,QS inhibitor,QS inhibitor GFP MFI %
Clc1ccc(SCCn2ccnc2)cc1,0.2,-2.2
CCOC(=O)C(CC)Sc1nc2c(c(=O)[nH]c(=O)n2C)n1C/C=C(/C)Cl (stereo not drawn),-0.2,3.8
CCOC(=O)c1[nH]c(C)c(C(=O)N2CCN(c3ccccc3)CC2)c1C,-3.6,-12.0
Cc1cc(S(=O)(=O)NCCc2ccccc2)c(C)s1,-1.5,8.3
O=C1CCc2cc(S(=O)(=O)N3CCC(C(=O)NCc4ccccn4)CC3)ccc2N1,5.0,13.6
Cc1ccc(C2C=C(c3ccccc3OC(F)F)Nc3ncnn32)cc1 (stereo not drawn),-5.5,-13.9
Cc1cc(Nc2ccccc2)n(CCC#N)n1,-0.3,-12.8
O=C(CCn1nc(-c2ccc(Cl)cc2)ccc1=O)NCc1ccccn1,-3.5,-2.6
CN(C)c1ccc(NC(=O)CN2CCN(S(=O)(=O)c3cc(Cl)ccc3Cl)CC2)cc1,-11.8,-62.2
CCOC(=O)c1[nH]c(C)c(C(=O)N2CCN(c3ccc(F)cc3)CC2)c1C,2.3,9.5
Cc1nnc2ccc(N3CCC4(CC3)OCCO4)nn12,-1.1,6.4
CC12CC(NC(=O)N1c1cccc(C(=O)N3CCN(c4ccccn4)CC3)c1)c1ccccc1O2 (stereo not drawn),0.8,5.1
COc1ccccc1NC(=O)c1nc[nH]c1C(=O)Nc1ccccc1OC,0.8,8.5
CCOC(=O)c1ccc(Oc2nc(SC)nc(N(C)C)n2)cc1,0.0,0.8
COc1cccc2cc(NC(=O)C3CCCCC3)c(=O)oc12,5.0,7.9
O=C(Nc1ccc2snnc2c1)N1CCSCC1,-0.1,0.2
COc1ccccc1N=c1oc2cc(O)ccc2cc1C(N)=O,7.5,26.0
O=C1c2ccccc2C(O)N1c1cccnc1 (stereo not drawn),-4.0,-9.8
CC1(C)CC(=O)C2=C(C1)OC(N)=C(C#N)C2C1CC=CCC1 (stereo not drawn),-0.5,8.4
CC1CCCCC1NC(=O)CN1CCN(Cc2ccccc2Cl)C1=O (stereo not drawn),-2.0,-2.7
CCOc1ccccc1NC(=O)CN(c1ccc(C)cc1)S(=O)(=O)c1c(C)noc1C,-2.1,-0.3
CC1CCN(CCNC(=O)c2ccc3c(=O)n(CCc4ccccc4)c(=O)[nH]c3c2)CC1,3.2,17.5
Cc1ccc(Cn2c(CN3CC(C)OC(C)C3)nc3c2c(=O)[nH]c(=O)n3C)cc1 (stereo not drawn),1.0,7.5
CCOC(=O)N1CCN(Cc2nc3c(c(=O)[nH]c(=O)n3C)n2Cc2cc(C)ccc2C)CC1,-0.2,-15.4
COc1ccc(CC(=O)Nc2cc(Cl)ccc2O)cc1,-0.6,-6.0

(listing goes on)
Structure,QS inhibitor,QS inhibitor GFP MFI %
O=C(OCc1nnc(-c2ccccc2)o1)C1=COCCO1,-1.6,-10.9
Cc1ccc2nc(NC(=O)C3CCN(S(=O)(=O)c4ccc5c(c4)oc(=O)n5C)CC3)sc2c1,-5.4,-17.1
Cc1ccc(S(=O)(=O)NCc2ccc(C(=O)N(C)CCC#N)cc2)cc1,0.2,0.8
CCN(CC)S(=O)(=O)c1ccc(C2CNC(=O)C2)cc1 (stereo not drawn),-0.5,-4.8
CCOc1ccc(OCC)c(NC(=O)C2CCCN(S(=O)(=O)c3cnc[nH]3)C2)c1 (stereo not drawn),-1.5,-6.4
COc1ccc(Cl)cc1Nc1nc(C)cc(=O)[nH]1,-1.4,-5.8
Cc1cccc(-n2ncc3c(NCCCO)ncnc32)c1,-0.8,5.0
CC(C)(Oc1ccc(Cl)cc1)C(=O)NC1CCSC1=O (stereo not drawn),-0.9,-25.2
O=C(Cc1c(C(=O)O)[nH]c2ccc(Cl)cc12)Nc1ccc2c(c1)OCCO2,1.5,15.4
Cc1sc2ncn(CC(=O)NCCCC(=O)N3CCN(c4ncccn4)CC3)c(=O)c2c1C,2.0,5.2
Cc1nn(Cc2ccc(Cl)cc2Cl)c(C)c1NC(=O)c1nc2n(n1)C(C(F)F)CC(C)N2 (stereo not drawn),-5.1,-8.4
CC(=O)c1ccc(N2CCN(C(=O)CCS(=O)(=O)c3ccc(C)cc3)CC2)cc1,-3.3,-6.2
COC(=O)c1cccc(NC(=O)CSc2nnc(COc3ccccc3)n2C)c1,0.2,8.9
CC(=O)NC(C)c1nc2ccccc2n1Cc1ccccc1F (stereo not drawn),-0.6,5.6
CCN1CCCC1CNC(=O)c1cc2c(C)nc3ccccc3c2o1 (stereo not drawn),-3.0,-52.2
CCc1ccc(NC(=O)c2cc(C)on2)cc1,-3.8,-86.3
Cc1cc2cc(CN(CCCN3CCOCC3)C(=O)NC3CCCCC3)c(=O)[nH]c2cc1C,9.3,16.2
CCOC(=O)Cn1nc(-c2ccccc2)ccc1=O,-0.3,11.5
CCOC(=O)C1CCN(S(=O)(=O)c2c(C)[nH]c(=O)[nH]c2=O)CC1,-5.1,-36.6
O=C1CC(N2CCN(c3ccccc3Cl)CC2)C(=O)N1c1ccc(F)cc1 (stereo not drawn),-0.8,3.3
CCn1nnnc1SCC(=O)N1c2ccccc2CCc2ccccc21,0.0,-2.4
CCOc1ccc(C(=O)Nc2c3c(nn2-c2ccc(C)cc2)CS(=O)C3)cc1OCC (stereo not drawn),2.5,52.4
O=C(CSc1n[nH]c(-c2ccco2)n1)Nc1sc2c(c1C(=O)Nc1ccccc1)CCCC2,41.6,72.2
Cc1ccc(CN2C(=O)CCC2C(=O)NCCCN2CCOCC2)cc1 (stereo not drawn),-0.2,4.9
Cc1cccc(-n2c(CNC(=O)c3ccc(S(=O)(=O)N4CCCC4)cc3)n[nH]c2=S)c1,-0.9,-11.7

(further entries)
Structure,QS inhibitor,QS inhibitor GFP MFI %
Cc1cc(=O)oc2c(CN3CCN(C)CC3)c(O)c(Cl)cc12,-0.1,-9.2
CCCC(CCC)n1[nH]c(=O)c2c(C)cc(C)nc21,-1.0,1.9
CCS(=O)(=O)N1CCC(C(=O)NCCCN2CCN(c3ccccc3F)CC2)CC1,-0.3,3.4
Cc1ccc(-n2c(Cc3cccn3C)nnc2SCC(=O)Nc2nnc(C)s2)cc1,-3.7,-15.9
Cc1ccccc1CS(=O)(=O)CCC(=O)NCCN1CCN(c2cccc(Cl)c2)CC1,13.1,23.7
C=CCn1c(SCC(=O)Nc2ccc(C(=O)OCC)cc2)nnc1-c1cccs1,-4.9,-5.2
N#CCc1nc(CSc2nc3ccccc3s2)cs1,0.6,-3.4
Cc1ccc(C)c(N2CCN(S(=O)(=O)c3c(C)noc3/C=C/N(C)C)CC2)c1,27.3,35.3
Fc1ccc(-c2cnc[nH]2)cc1,-2.8,-8.3
Cn1c(=O)c2cc(S(=O)(=O)NCCC(=O)NC3CCCCCCC3)ccc2n(C)c1=O,-1.0,-22.9
O=C(Cn1c(=O)n(-c2ccccc2)c(=O)c2sccc21)N1CCCC1,-0.6,-6.3

Bioassay records: PubChem BioAssay, NMMLSC
